Pol beta inh – inhibitors of human DNA polymerase beta; P06746; Pol beta primer extension/strand displacement, fluorescence kinetic; Potency, µM (series often up to 114 µM), inactives show top-dose activity change, negative = inhibition, most hits filed as inhibitors; actives 1.3% (n = 340,000); note: potency is the fitted concentration of half-maximal effect; % is set by controls: 0 for no effect and ±100 for the full control effect
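Enzyme-only controls used 10 nM Pol beta; buffer lacking enzyme served as negative control. Compound preincubated 15 min, then 50 nM substrate added; 0 and 10 min reads at room temperature.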
RXFP1 antagonist – blocks the human relaxin receptor RXFP1; actives 0.59% (n = 350,000); HEK293-RXFP1, relaxin-stimulated cAMP HTRF, 30 min; stronger effect = lower value; Q9HBX9; activity change, negative = inhibition, % at 57.5 µM;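 active = activity change of -60% or lower, but not beyond a set lower limit; inconclusive = change between -60% and -40%, or beyond the set limit; inactive = change above -40%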; note: % is set by controls: 0 for no effect and ±100 for the full control effect
Pol eta inh – blocks human DNA polymerase eta activity. Potency, µM (series often up to 114 µM), inactives show at the highest dose activity change, negative = inhibition, usual class: inhibitors. Q9Y253. actives 1.2% (n = 390,000). recombinant Pol eta, fluorescent DNA replication assay; note: potency is the fitted concentration of half-maximal effect; % is set by controls: 0 for no effect and ±100 for the full control effect
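Fluorescent replication assay: 50 nM final substrate added after a 15 min room-temperature compound preincubation with 10 nM enzyme. Signal taken at 0 min and again at 10 min.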
Apoferritin bind – binds horse apoferritin like a general anesthetic | P02791 | apoferritin/1-aminoanthracene competitive binding, fluorescence | Potency, µM (titrated, usually from 77.5 µM), inactives show top-dose activity change, negative = displacement, usual class: inhibitors | actives 0.074% (n = 350,000); note: potency is the fitted concentration of half-maximal effect; % is set by controls: 0 for no effect and ±100 for the full control effect; nearly all actives have a fitted effect of over 20% in size
Target sequence (P02791 2-175 limits assumed): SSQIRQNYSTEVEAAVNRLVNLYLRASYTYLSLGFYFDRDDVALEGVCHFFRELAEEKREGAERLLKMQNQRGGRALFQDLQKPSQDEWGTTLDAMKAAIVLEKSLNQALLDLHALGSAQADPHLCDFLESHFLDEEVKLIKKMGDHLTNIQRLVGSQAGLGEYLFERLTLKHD
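Read-out: endpoint 1-AMA fluorescence, excitation 380 nm and emission 535 nm, after compounds sit 10 min at room temperature with 10 uM horse-spleen apoferritin in 50% saturated 1-AMA/PBS. Values come from four-parameter Hill fits.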
POLI inh – DNA polymerase iota (human) inhibition. actives 1% (n = 390,000). AID 588590. Potency, µM (top dose mostly 115 µM), inactives show at the top dose activity, negative = inhibition, actives largely listed as inhibitors. Q9UNA4. Pol iota fluorescent replication assay, 10 min; note: potency is the fitted concentration of half-maximal effect
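Fluorescent replication assay read twice, at 0 min and 10 min after adding 50 nM (final) substrate. Enzyme (10 nM) and compounds were first incubated 15 min at room temperature; enzyme-free buffer wells were negative controls.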
Pol kappa inh – blocks human DNA polymerase kappa activity; actives 0.53% (n = 400,000); Potency, µM (highest dose often 107 µM), for the others: top-dose activity, negative = inhibition, actives largely listed as inhibitors; Q9UBT6; purified Pol kappa, fluorescent DNA synthesis assay, 10 min; note: potency is the fitted concentration of half-maximal effect; % is set by controls: 0 for no effect and ±100 for the full control effect
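Kinetic fluorescence readout at 0 and 10 min followed reaction start with substrate at 50 nM final. Beforehand, enzyme (10 nM Pol kappa) stood 15 min with compound at room temperature; buffer-only wells were negative controls.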
BLM helicase inh – blocks DNA unwinding by human BLM helicase; P54132; recombinant BLM DNA unwinding, fluorescence dequenching; Potency, µM (top dose mostly 56.1 µM), for inactives: at the top dose activity change, negative = inhibition, hits mostly inhibitors; actives 0.2% (n = 350,000);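 note: potency is the fitted concentration of half-maximal effect; plate controls were vehicle for no effect and no enzyme for full effect; nearly all actives have a fitted effect of over 35% in size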
APEX1 inh – APE1 (human) endonuclease inhibition. P27695. recombinant APE1, TAMRA/BHQ-2 abasic DNA cleavage fluorescence. Potency, µM (top dose mostly 65.8 µM), for inactives: at the top dose activity change, negative = inhibition, most hits filed as inhibitors. actives 0.35% (n = 350,000). AID 2517;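 note: potency is the fitted concentration of half-maximal effect; plate controls were vehicle for no effect and reference inhibitor for full effect; nearly all actives have a fitted effect of over 55% in size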
Target sequence (P27695 whole entry, looked up): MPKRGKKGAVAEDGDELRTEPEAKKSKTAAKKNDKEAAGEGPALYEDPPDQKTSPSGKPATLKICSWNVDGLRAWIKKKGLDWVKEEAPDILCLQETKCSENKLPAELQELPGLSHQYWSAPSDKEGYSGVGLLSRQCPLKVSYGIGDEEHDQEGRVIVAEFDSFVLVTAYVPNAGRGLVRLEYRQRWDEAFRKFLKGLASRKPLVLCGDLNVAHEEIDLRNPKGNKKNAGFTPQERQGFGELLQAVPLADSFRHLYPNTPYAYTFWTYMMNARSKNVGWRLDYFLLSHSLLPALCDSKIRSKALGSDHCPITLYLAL
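APE1 at 0.75 nM preincubated 15 min at room temperature with compound. Reaction then started with 50 nM double-stranded THF-abasic substrate labelled with TAMRA/BHQ-2, and 525/598 nm fluorescence read kinetically. Activity taken as third-minus-first read difference, normalized to DMSO and NSC13755 controls.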
Tb PGK inh – blocks T. brucei phosphoglycerate kinase | PGK/GAPDH coupled, Kinase-Glo luminescence, 60 min | Potency, µM (doses to about 57.5 µM), without a hit: top-dose activity change, negative = inhibition, most hits filed as inhibitors | actives 0.043% (n = 380,000) | AID 602233; note: potency is the fitted concentration of half-maximal effect; % is set by controls: 0 for no effect and ±100 for the full control effect; nearly all actives have a fitted effect of over 60% in size
Target sequence (P07378 whole entry, looked up): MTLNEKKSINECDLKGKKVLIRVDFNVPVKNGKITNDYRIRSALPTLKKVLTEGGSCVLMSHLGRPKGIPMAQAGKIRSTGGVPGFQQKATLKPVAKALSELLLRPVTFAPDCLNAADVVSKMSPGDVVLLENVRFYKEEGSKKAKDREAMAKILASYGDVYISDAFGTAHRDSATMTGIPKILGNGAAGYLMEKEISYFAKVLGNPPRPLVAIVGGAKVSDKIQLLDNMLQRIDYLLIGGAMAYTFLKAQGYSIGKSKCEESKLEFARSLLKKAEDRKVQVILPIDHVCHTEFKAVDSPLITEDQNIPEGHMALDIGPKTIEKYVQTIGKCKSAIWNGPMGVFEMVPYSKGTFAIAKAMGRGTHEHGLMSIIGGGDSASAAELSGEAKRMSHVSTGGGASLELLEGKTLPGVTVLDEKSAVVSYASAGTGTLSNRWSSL
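Recombinant glycosomal PGK reaction used 1,3-bisphosphoglycerate generated in-well by GAPDH (100nM final) in 100mM TEA pH 7.6, 5mM MgCl2, 0.01% Tween-20. After 60 minutes at room temperature, ATP was read by Kinase-Glo Plus luminescence end-point.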
Starred values were filed as active, the others as inactive; i = inactive; ? = inconclusive; / = no result given; & = joins results of further samples; [ ] = remark or other dose. Unless noted, calls come from the whole dose curve; as a rule, active = well fitted curve in the direction sought with a large enough effect; inconclusive = small, poorly fitted or top-dose-only effect, or another doubt; inactive = no such curve, though single readings can be large; an effect the other way counts as inactive or inconclusive. The list is partial; the hit share may differ from the screen's.

SMILES	Pol beta inh	RXFP1 antagonist	Pol eta inh	Apoferritin bind	POLI inh	Pol kappa inh	BLM helicase inh	APEX1 inh	Tb PGK inh
Cc1cc(C)nc(NS(=O)(=O)c2ccc(NC(=O)C3COc4ccccc4O3)cc2)n1 (stereo not given)	2%	5	-2%	-10%	-2%	-27%	8%	-2%	-2%
Cc1cccc(NC(=O)N2CCN(Cc3ccccc3)CC2)c1	6%	-17	-6%	-8%	9%	-6%	4%	11%	14%
O=CN1CCN(C(=O)c2ccc(-c3nc4ccccc4s3)s2)CC1	-1%	4	-2%	-5%	20%	-14%	11%	9%	2%
COCc1nnc(NC(=O)c2ccc(S(=O)(=O)N3CCCC3)cc2)o1	3%	-10	?	-4%	4%	-5%	1%	62%[activator]	i
COc1ccccc1NC(=O)NC1(C(=O)N2CCOCC2)CCCCC1	-12%	2	-7%	9%	42%[activator]	-3%	0%	50%[activator]	0%
COc1ccc(-c2csc3nc(-c4ccccc4F)oc(=O)c23)cc1	-9%	2	-10%	-7%	90%[activator]	-13%	-5%	-3%	-2%
COc1ccc(NC(=O)c2ccccc2NS(=O)(=O)c2ccc(CNC(C)=O)cc2)c(OC)c1	101%	-7	?	5%	-10%	-2%	-3%	9%	4%
O=C(Nc1ccc(CN2CCOCC2)cc1)c1cc(Cl)ccc1Cl	15%	-3	-8%	-16%	8%	-2%	1%	11%	-1%
O=C1C=C(N2CCOCC2)C2(CCCCC2)O1	-2%	-8	-17%	-16%	14%	4%	-3%	7%	3%
O=S1(=O)c2c(Oc3cccc4ccccc34)cccc2OC(COCc2ccccc2)CN1C1CCCC1 (stereo not given)	/	/	2%	/	7%	4%	/	/	-1%
Cc1ccc(-n2nnnc2SCC(=O)Nc2ccccc2N2CCCCC2)cc1C	-5%	-29	3%	-8%	5%	3%	2%	-1%	i
Cc1c(C(=O)NN)[nH]c2ccc([N+](=O)[O-])cc12	2%	-8	-11%	-8%	167%[activator]	3%	-7%	-3%	6%
CC1=CC2=NC(=O)CC(C)(C(=O)N(CC(=O)NC(C)(C)C)Cc3ccccc3)N2C=C1 (stereo not given)	16%	9	-8%	-7%	9%	5%	-4%	0%	-9%
CCC(C)N=C1SCC(C)(/C=N/O)S1 (stereo not given)	25%	2	-8%	3%	-9%	-6%	-10%	-14%	i
CCOCCn1c(SCCc2ccccc2)nc2c1c(=O)[nH]c(=O)n2C	-18%	0	-6%	1%	17%	3%	2%	2%	-12%
COc1ccccc1NC(=O)C(C(C)C)N1C(=O)c2ccccc2C1=O (stereo not given)	-6%	0	-18%	-21%	25%	3%	2%	-7%	-11%
Cc1cccc(SCc2noc(C(=O)NCC3CCCO3)c2C(=O)O)c1 (stereo not given)	28%	/	-17%	-10%	?	-9%	0%	-1%	1%
c1cncc(-c2nn3cnnc3s2)c1	-2%	-4	11%	6%	10%	-10%	1%	1%	-9%
Cc1ccc(C(=O)N2CC(C)OC(C)C2)cc1[N+](=O)[O-] (stereo not given)	25%	-13	1%	-4%	46%[activator]	-6%	-5%	10%	4%
CCOCCCn1c(=N)c(S(=O)(=O)c2ccc(Cl)cc2)cc2c(=O)n3cccc(C)c3nc21	2%	/	-13%	1%	8%	-22%	-4%	/	-5%

The closing 3 entries of the section before are carried over, then new ones follow.
SMILES	Pol beta inh	RXFP1 antagonist	Pol eta inh	Apoferritin bind	POLI inh	Pol kappa inh	BLM helicase inh	APEX1 inh	Tb PGK inh
c1cncc(-c2nn3cnnc3s2)c1	-2%	-4	11%	6%	10%	-10%	1%	1%	-9%
Cc1ccc(C(=O)N2CC(C)OC(C)C2)cc1[N+](=O)[O-] (stereo not given)	25%	-13	1%	-4%	46%[activator]	-6%	-5%	10%	4%
CCOCCCn1c(=N)c(S(=O)(=O)c2ccc(Cl)cc2)cc2c(=O)n3cccc(C)c3nc21	2%	/	-13%	1%	8%	-22%	-4%	/	-5%
COc1ccc(OC)c(-n2nnc3c(sc4nc(C)c(Br)c(C)c43)c2=O)c1	0%	-5	/	-3%	7%	-12%	-5%	/	/
O=C(Cn1c(=O)n(CCCS(=O)(=O)C2CCCCC2)c(=O)c2ccccc21)Nc1ccccc1C(F)(F)F	-13%	/	-1%	?	2%	-2%	1%	/	-7%
Cc1ccc(C(=O)Nc2ccc(C(=O)O)cc2)cc1S(=O)(=O)Nc1cccc([N+](=O)[O-])c1	?	-2	-2%	-5%	-1%	-1%	-4%	5%	-9%
C=CCC1Cc2c(cccc2[N+](=O)[O-])C(CC=C)N1 (stereo not given)	2%	-21	-24%	?	165%[activator]	-26%	-3%	2%	-2%
O=C(CSc1nnc(CNC(=O)c2ccc(F)cc2)o1)NCc1ccccc1Cl	21%	-3	-8%	-3%	30%	-2%	-1%	6%	9%
COC(C(=O)N/N=C(\C)CC(=O)Nc1ccc(N(C)C)cc1)c1ccccc1 (stereo not given)	0%	-5	-9%	-10%	49%[activator]	-2%	-3%	3%	-8%
O=C(CSc1nnc(-c2ccccc2Cl)o1)N1CCCC1	-9%	4	1%	-8%	5%	2%	2%	15%	5%
O=C1OC(c2ccccc2)/C(=C(/O)c2ccccc2)C1=O (stereo not given)	1%	2	2%	-17%	?	0%	-2%	-3%	0%
O=C(CSc1nc2ccc([N+](=O)[O-])cc2[nH]1)NC1CCCC1	1%	-21	-11%	?	2%	-11%	-4%	-1%	10%
O=C(N/N=C/C1CC=CCC1)c1cc(Br)ccc1O (stereo not given)	36%	11	-18%	4%	-8%	0%	5%	-2%	-9%
COc1ccc(C(=O)COC(=O)/C=C/c2ccccc2)cc1	75%	-6	-4%	-9%	12%	0%	-1%	5%	12%
CCc1ccccc1NC(=S)N=Nc1c(O)n(C)c2ccc(S(=O)(=O)N3CCOCC3)cc12	18%	-7	-17%	-19%	37%[activator]	-1%	0%	2%	-3%
Cc1cc(F)ccc1NC(=O)CS(=O)(=O)c1cccc2nsnc12	2%	-2	-15%	2%	13%	-7%[60.1 µM]	0%	/	i
CCC1Oc2ccc(Cl)cc2N(CC(=O)NCCc2ccc(Cl)cc2)C1=O (stereo not given)	2%	-7	-15%	32%[activator]	?	-2%[60.1 µM]	-4%	/	i
COc1ccc(CCNS(=O)(=O)c2c(C)nc3scc(C)n3c2=O)cc1OC	48%	4	-2%	-6%	-3%	-5%	3%	20%	9%
CCC(=O)N1CCN=C1SCc1ccc(Cl)cc1	14%	-10	7%	-12%	14%	3%	0%	-6%	2%
CC(NC(=O)c1cc(-c2ccc3c(c2)OCO3)nc2ccccc12)C(C)(C)C (stereo not given)	-9%	8	?	0%	0%	1%	0%	0%	-4%
COc1ccc(-n2c(SC)nc3sc4c(c3c2=O)CCN(C(C)=O)C4)cc1	11%	/	-11%	-13%	22%	4%	-3%	/	-1%
CN(C(=O)c1cc2c(s1)-c1ccccc1S(=O)(=O)C2)c1ccccc1F	-13%	6	-23%	2%	32%	7%	-1%	-2%	-3%
NC(=O)C[n+]1cccc(C(N)=O)c1	1%	22	-9%	-7%	24%	-6%	-2%	-7%	-7%
Cc1ccc(S(=O)(=O)N2CCCCC2)cc1NC(=O)CSc1nccn1C	-2%	0	-5%	-4%	116%[activator]	-5%	-1%	20%	12%
CCOC(=O)C1=C(C)Nc2ccccc2N=C1NC(=O)Cc1ccc(Cl)c(Cl)c1	2%	4	8%	-10%	19%	-8%	-3%	1%	4%
O=C(O)c1ccccc1NC(=O)C(c1ccccc1)c1ccccc1	/	?	7%	/	12%	0%	/	/	0%
COc1ccc(NC2CC(=O)N(c3cccc(C)c3)C2=O)cc1 (stereo not given)	1%	5	-4%	-1%	-16%	-8%	-3%	-1%	i
Cc1ccc(-c2ccc(SCC(=O)Nc3cc(C)on3)nn2)cc1	0%	-13	-2%	-10%	-6%	-14%	-2%	2%	4%
CC(C)OCCCn1c(=O)c2ccccc2n2c(-c3ccccc3)nnc12	-1%	-3	-17%	24%	24%	3%	-10%	/	i
O=C(CN1C(=O)C2(OCCO2)c2ccccc21)c1ccc(Br)cc1	4%	0	-7%	?	-16%	-12%	-8%	-8%	i
COc1ccc(CN2CCN(c3ccccn3)CC2)c(OC)c1C	-23%	1&-9	-1%&-2%	-1%	7%&-21%	4%&-2%	0%	-7%	-7%
CCSc1nnc(NS(=O)(=O)c2ccc(OC)cc2)s1	-13%	-1	3%	-5%	2%	-3%	-2%	0%	i
CCCC(=O)C1=C(N(C)c2ccccc2)CC(C)(C)CC1=O	-1%	-4	-7%	-1%	-1%	-9%	-2%	15%	8%
CCN(C(=O)CSc1nnc2nc(C)cc(C)n12)c1ccccc1	22%	-5	-7%	-6%	134%[activator]	-19%	1%	6%	-3%
CCCCn1nc(C(=O)Nc2cccc(C(=O)NC3CC3)c2)c2ccccc2c1=O	/	-10	6%	/	0%	11%	/	-7%	-9%
CCOCC(=O)Nc1cc(OC)c(Cl)cc1OC	2%	4	-9%	-1%	31%[activator]	-8%	2%	2%	i
CC(C)(C)c1ccc(OCc2ccc(C(=O)N/N=C/c3ccc(O)c(O)c3)cc2)cc1	?	-1	-10%	?	50%[activator]	-5%	-15%	9%	i
c1ccc(N2CCN(c3ccc4nncn4n3)CC2)nc1	-5%	/	-7%	-1%	?	-3%	-5%	-2%	-8%
O=C(C1=C[C@H](c2ccc(C(F)(F)F)cc2)C[C@H](OCCCCO)O1)N1CCN(Cc2ccc3c(c2)OCO3)CC1	-26%	/	-12%	-2%	4%	-6%	-9%	2%	-4%

Some values from the list.
Cc1ccc(C(=O)N2CC(C)OC(C)C2)cc1[N+](=O)[O-] (stereo not given) in POLI inh → 46%[activator]
COc1ccc(CN2CCN(c3ccccn3)CC2)c(OC)c1C in BLM helicase inh → 0%

Source: PubChem (National Center for Advancing Translational Sciences (NCATS))
